RGS4-Gao reg: modulators of RGS4 binding to Galphao, primary screen, biochemical, multiplexed bead flow cytometry | Guanine nucleotide-binding protein G(o) subunit alpha (Homo sapiens), P09471 | actives lie on both sides | binding response (% of control), % at 10 µM | hit rate 0.33% among 220,000; in the data active means binding response below about 49% or above about 150%; inactive means in between;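 further: fluorescent Galphao activated with aluminum fluoride binding bead-coupled RGS4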
Bim-Bcl-2: inhibitors of Bim-Bcl-2 binding, primary screen, biochemical, multiplexed, human Bcl-2 family. Apoptosis regulator Bcl-2 (Homo sapiens), P10415. Bead-based flow cytometry, Bim peptide-Bcl-2 binding. inhibition, % at 10 µM. hit rate 0.06% among 190,000; in the data active means inhibition above about 40%; inconclusive means no clear call, values can overlap the other calls;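 further: 0% = no compound wells with probe peptide and 100% = reference peptide inhibitor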
ABCG2 inh: ABCG2 efflux pump inhibitors, primary screen, multiplex with ABCB1, IgMXP3 cells, flow cytometry; inhibition, % at 6.6 µM; Broad substrate specificity ATP-binding cassette transporter ABCG2 (Homo sapiens), Q9UNQ0; hit rate 0.1% among 190,000; JC-1 efflux;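 active means inhibition above 80%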;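 further: 0% = DMSO and 100% = nicardipine control wells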
Target sequence (Q9UNQ0 whole entry, looked up): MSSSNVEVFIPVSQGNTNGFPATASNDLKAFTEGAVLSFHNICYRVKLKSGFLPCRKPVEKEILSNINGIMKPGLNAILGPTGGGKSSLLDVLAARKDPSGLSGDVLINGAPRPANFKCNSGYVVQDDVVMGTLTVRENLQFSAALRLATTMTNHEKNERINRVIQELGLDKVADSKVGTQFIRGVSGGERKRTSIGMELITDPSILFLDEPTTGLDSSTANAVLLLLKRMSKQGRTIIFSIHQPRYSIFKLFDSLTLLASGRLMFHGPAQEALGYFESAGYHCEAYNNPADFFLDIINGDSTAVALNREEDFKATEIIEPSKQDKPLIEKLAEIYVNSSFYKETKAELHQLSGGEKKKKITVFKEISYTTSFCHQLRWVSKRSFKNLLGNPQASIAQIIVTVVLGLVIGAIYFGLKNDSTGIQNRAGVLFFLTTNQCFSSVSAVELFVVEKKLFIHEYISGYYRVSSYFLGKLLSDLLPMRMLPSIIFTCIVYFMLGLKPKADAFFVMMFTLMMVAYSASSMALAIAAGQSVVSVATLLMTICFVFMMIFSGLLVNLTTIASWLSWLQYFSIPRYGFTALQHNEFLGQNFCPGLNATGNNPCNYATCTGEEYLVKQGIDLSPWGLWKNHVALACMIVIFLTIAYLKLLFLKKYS
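Measure – % inhibition of efflux relative to nicardipine and DMSO · Test system – ABCG2 IgMXP3 and barcoded ABCB1 CCRF-Adr cell mix · Control set – nicardipine as high control, DMSO as low control · Compound – one concentration, 6.6 µM final · Signal – flow cytometry of retained JC-1 fluorescence · Timing – 10 min exposure at 25 °C with rotation, no wash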
Bfl-1 Bim block: inhibitors of Bim binding to Bfl-1, primary screen, biochemical, multiplexed, bead-based flow cytometry | Bcl-2-related protein A1 (Homo sapiens), Q16548 | Bim-Bfl-1 binding inhibition | inhibition, % at 10 µM | hit rate 0.12% among 190,000 | AID 1008, 2008;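 further: 0% = wells without compound plus tracer and 100% = blocker peptide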
Bim-Bcl-B: inhibitors of Bim-Bcl-B binding, primary screen, biochemical, multiplexed, human Bcl-2 family. inhibition, % at 10 µM. Bcl-2-like protein 10 (Homo sapiens), Q9HD36. hit rate 0.073% among 190,000. bead-based flow cytometry, Bim peptide-Bcl-B binding;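 further: 0% = tracer peptide without compound and 100% = reference inhibitor peptide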
Target sequence (Q9HD36 whole entry, looked up): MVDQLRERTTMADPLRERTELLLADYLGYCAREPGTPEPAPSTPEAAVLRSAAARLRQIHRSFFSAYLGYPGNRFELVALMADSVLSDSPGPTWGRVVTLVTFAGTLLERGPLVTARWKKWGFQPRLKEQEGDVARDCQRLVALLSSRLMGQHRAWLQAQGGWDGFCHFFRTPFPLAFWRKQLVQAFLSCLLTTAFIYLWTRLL
ABCB1 block: ABCB1 efflux pump inhibitors, primary screen, cell-based, multiplex, flow cytometry, ABCG2 counter-screen. ATP-dependent translocase ABCB1 (Homo sapiens), P08183. CCRF-Adr cells, JC-1 efflux. inhibition, % at 6.6 µM. hit rate 0.067% among 190,000. AID 1326, 2008; in the data active means inhibition above about 40%;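 further: 0% = vehicle and 100% = reference inhibitor; higher value means more JC-1 retained so stronger ABCB1 efflux block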
Bcl-W Bim block: inhibitors of Bim binding to Bcl-W, primary screen, biochemical, multiplexed, bead-based flow cytometry; Bcl-2-like protein 2 (Homo sapiens), Q92843; Bim peptide-Bcl-W binding; inhibition, % at 10 µM; hit rate 0.02% among 190,000;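 further: 0% = bound tracer without compound and 100% = peptide blocker; higher means less fluorescent Bim peptide bound to Bcl-W beads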
RGS7-Gao: RGS7-Galphao binding modulators, primary screen, biochemical, multiplexed bead flow cytometry; actives lie on both sides; hit rate 0.35% among 220,000; Guanine nucleotide-binding protein G(o) subunit alpha (Homo sapiens), P09471; binding response (% of control), % at 10 µM; in the data active means binding response below about 49% or above about 150%; inconclusive means no clear call, values can overlap the other calls; inactive means in between;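 further: fluorescent Galphao held in activated GDP-AlF4 state binding bead-coupled RGS7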
GSH bead fluor: compound fluorescence on glutathione beads, profiling panel, artefact control, biophysical, 488/530 nm, flow cytometry; GSH beads flow cytometry, compound fluorescence 488/530 nm; active compounds read high; fluorescence (KMESF) at 10 µM; hit rate 0.25% among 190,000; in the data active means fluorescence above about 89;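 further: glutathione beads carrying GST-tagged Bcl family fusion proteins plus one bare bead set; values are compound well signal with DMSO vehicle wells as background; inactives centre near 16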
RGS8-Gao reg: RGS8-Galphao binding modulators, primary screen, biochemical, multiplexed bead flow cytometry; actives lie on both sides; response (percent of control binding), % at 10 µM; hit rate 0.34% among 220,000; AID 1423, 2008; in the data active means response below about 60% or above about 140%; inactive means in between;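 further: Galphao activated as the GDP aluminium fluoride complex binding bead-coupled RGS8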
Bcl-XL Bim block: inhibitors of Bim-Bcl-XL binding, primary screen, biochemical, multiplexed, bead flow cytometry, human Bcl-XL; Bim peptide-Bcl-XL binding, fluorescence; inhibition, % at 10 µM; hit rate 0.04% among 190,000
* marks the source's active call; other numbers are inactive results; ? = inconclusive; · = not tested or not shown; & = joins results of further samples. Unless noted, no stated cut-off is given here; in the data, active means inhibition above about 40%. This is a random part of the collection; 1.1% or so of the library scored in one or more.

item	mol	RGS4-Gao reg	Bim-Bcl-2	ABCG2 inh	Bfl-1 Bim block	Bim-Bcl-B	ABCB1 block	Bcl-W Bim block	RGS7-Gao	GSH bead fluor	RGS8-Gao reg	Bcl-XL Bim block
1	N#CCCn1c(SCC(=O)NCCc2ccc(F)cc2)nc2ccccc21	101	-8	22	-22	-8	0.9	-2	102	27	103	-7
2	CCCCCCn1c(CN2CCCCC2CC)nc2c1c(=O)n(C)c(=O)n2C (stereo not given)	97	-4	11	-6	-6	3.1	-4	97	16	98	-7
3	c1ccc(-c2ccc(OCCCNC3CCCC3)cc2)cc1	101	1	1	2	-2	0.5	-1	106	18	104	1
4	CCOC(=O)c1cnc(SCC)[nH]c1=O	106&98	-4	-2	-4	-9	-2.2	0	?	27	104&99	-6
5	CC(C)Oc1ccc(C(=O)Nc2cc(=O)n(C)c(=O)n2C)cc1	100	-7	0	-9	-8	-0.5	0	101	25	101	-3
6	COc1cc(/C=C/C(=O)N2CCCC2)cc(OC)c1OC	102	-4	-2	-4	-7	0.2	-3	103	10	102	-6
7	CCOc1ccc(Oc2ccccc2NC(=O)CCNC(C)=O)cc1	107	-1	2	-5	-4	0.2	0	105	10	101	-4
8	Cc1nc2ccccc2cc1C(=O)N/N=C/c1ccccc1[N+](=O)[O-]	106	-2	10	-1	-3	·	-5	102	11	108	-5

The final 2 compounds of the part before come first, to join the parts.
item	mol	RGS4-Gao reg	Bim-Bcl-2	ABCG2 inh	Bfl-1 Bim block	Bim-Bcl-B	ABCB1 block	Bcl-W Bim block	RGS7-Gao	GSH bead fluor	RGS8-Gao reg	Bcl-XL Bim block
7	CCOc1ccc(Oc2ccccc2NC(=O)CCNC(C)=O)cc1	107	-1	2	-5	-4	0.2	0	105	10	101	-4
8	Cc1nc2ccccc2cc1C(=O)N/N=C/c1ccccc1[N+](=O)[O-]	106	-2	10	-1	-3	·	-5	102	11	108	-5
9	OC(COC(c1ccccc1)c1ccccc1)CN1CCCCC1 (stereo not given)	103	-5	1	3	1	0.4	0	103	21	104	-2
10	CN(C)C(=O)c1cn(-c2ccccc2)nc1-c1cccc([N+](=O)[O-])c1	99	-6	13	-7	-6	1.1	0	?	15	100	-3
11	COc1ccc(/C=C2\CN(Cc3ccccc3)C/C(=C\c3ccc(OC)cc3)C2=O)cc1	99	-5	-2	-8	-7	-0.5	-4	98	13	101	-7
12	O=C(CSc1nc2ccccc2s1)NC1CCCc2ccccc21 (stereo not given)	95	-5	1	-6	-8	0.1	-6	90	12	95	-5
13	Cc1ccc2nsnc2c1N	100	-1	0	-6	-4	-0.2	0	103	21	103	0
14	CCOC(=O)c1c(CN2CCOCC2)n(-c2ccccc2)c2ccc(O)cc12	101	-6	5	-7	-5	1.6	0	102	29	104	-3
15	CC(Oc1ccc(Cl)cc1Cl)C(=O)NCCCn1ccnc1 (stereo not given)	97	-1	2	-3	-1	0.5	-1	99	21	99	0
16	COc1ccc(NC(=O)c2ccccc2-c2ccc(C(F)(F)F)cc2)cc1S(=O)(=O)N1CCOCC1	94	-1	12	-1	0	5.2	-1	94	10	96	-5
17	CCCCCCCC(=O)Nc1ccc(C(=O)N/N=C/c2cccc([N+](=O)[O-])c2)cc1	81	-4	1	-8	-3	-0.2	-1	93	43	97	10
18	C/[N+]([O-])=C\c1coc2ccccc2c1=O	99	-4	2	-11	-6	0.0	3	107	53	102	-8
19	c1cncc(-c2nc(-c3cccs3)cs2)c1	101	-4	4	-9	-5	0.2	0	100	51	103	2
20	CCCCc1c(O)nc(SCCC(=O)O)[nH]c1=O	95	0	0	-1	0	-0.1	0	93	13	94	-2
21	CCN(CC)/C(=N/O)NC(=O)NS(=O)(=O)c1ccc(C)cc1	106	0	2	-1	0	0.3	0	104	16	104	0
22	O=C(Cn1cc(C(=O)C(F)(F)F)c2ccccc21)N1CCOCC1	99	5	1	8	2	0.0	-2	105	16	106	2
23	CC(=O)c1ccc(N=Nc2ccc(C)cc2)cc1	99	-2	5	-5	-3	1.0	-1	100	17	101	-2
24	O=[N+]([O-])c1ccc(Cl)c(/C=N/N2CCN(c3ccccc3)CC2)c1	98	-2	2	-2	0	0.3	-1	97	27	98	1

Filtered by structure, the entries above with sulfur.
item	mol	RGS4-Gao reg	Bim-Bcl-2	ABCG2 inh	Bfl-1 Bim block	Bim-Bcl-B	ABCB1 block	Bcl-W Bim block	RGS7-Gao	GSH bead fluor	RGS8-Gao reg	Bcl-XL Bim block
1	N#CCCn1c(SCC(=O)NCCc2ccc(F)cc2)nc2ccccc21	101	-8	22	-22	-8	0.9	-2	102	27	103	-7
4	CCOC(=O)c1cnc(SCC)[nH]c1=O	106&98	-4	-2	-4	-9	-2.2	0	?	27	104&99	-6
12	O=C(CSc1nc2ccccc2s1)NC1CCCc2ccccc21 (stereo not given)	95	-5	1	-6	-8	0.1	-6	90	12	95	-5
13	Cc1ccc2nsnc2c1N	100	-1	0	-6	-4	-0.2	0	103	21	103	0
16	COc1ccc(NC(=O)c2ccccc2-c2ccc(C(F)(F)F)cc2)cc1S(=O)(=O)N1CCOCC1	94	-1	12	-1	0	5.2	-1	94	10	96	-5
19	c1cncc(-c2nc(-c3cccs3)cs2)c1	101	-4	4	-9	-5	0.2	0	100	51	103	2
20	CCCCc1c(O)nc(SCCC(=O)O)[nH]c1=O	95	0	0	-1	0	-0.1	0	93	13	94	-2
21	CCN(CC)/C(=N/O)NC(=O)NS(=O)(=O)c1ccc(C)cc1	106	0	2	-1	0	0.3	0	104	16	104	0

New compounds follow.
item	mol	RGS4-Gao reg	Bim-Bcl-2	ABCG2 inh	Bfl-1 Bim block	Bim-Bcl-B	ABCB1 block	Bcl-W Bim block	RGS7-Gao	GSH bead fluor	RGS8-Gao reg	Bcl-XL Bim block
25	O=C(Oc1ccc(-c2cnc3ccccc3n2)cc1)c1ccco1	105	-1	0	-3	-5	-8.2	-8	101	11	96	-6
26	Cc1cc(C)nc(N/N=C/c2cc(C)n(CC(F)(F)F)c2C)n1	99	-2	3	-3	-5	-0.2	1	97	24	102	0
27	N=c1c2c(-c3ccccc3)c(-c3ccccc3)n(Cc3ccco3)c2ncn1CCCN1CCOCC1	102	-4	4	-6	-5	-0.1	-2	103	16	101	-3
28	Cc1cc(N2CCCC2)ccc1/C=C1\NC(=S)N(C)C1=O	93	2	0	7	-30	1.3	5	88	15	92	0
29	O=[n+]1c2c(n([O-])c3c1CCCC3)CCCC2	99	-1	2	0	0	0.4	0	101	16	100	2
30	Cc1c(NC(=O)c2cnn3c2NC(c2ccco2)CC3C(F)(F)F)c(=O)n(-c2ccccc2)n1C (stereo not given)	101	-7	-1	-13	-7	0.2	0	103	23	102	-6
31	CCOC(=O)c1cnc2cc(-c3ccc(Cl)cc3)nn2c1N	102	4	6	-2	2	0.8	1	99	26	101	2
32	O=C1CCC(=O)N1CNc1ccccn1	98	-4	-1	-14	-10	0.4	-3	102	31	101	-7
33	O=C(COC(=O)C1CC(=O)N(c2ccc3c(c2)OCCO3)C1)NC1CCCc2ccccc21 (stereo not given)	99	-8	-5	-11	-7	-4.9	0	101	12	99	-4
34	CC(C)(C)c1ccc(OCCN2CCCC2)cc1	98	-2	0	0	0	0.2	-2	100	10	102	-2
35	Fc1ccccc1COc1ccccc1/C=N/Nc1nc(N2CCCC2)nc(N2CCCC2)n1	102	-6	13	-11	-8	1.0	-7	98	10	102	-8
36	O=C(/C=C/c1ccco1)Nc1nc(-c2ccccn2)cs1	100	0	2	-1	-1	0.3	0	?	16	100	0
37	CC(=O)c1cccc(Nc2cc(C)nc3c(C)cc(C)cc23)c1	105	-2	5	1	0	·	0	109	10	105	-3
38	CCCCc1cc(=O)oc2cc(OCC(=O)N(CC)CC)ccc12	106	0	6	1	2	1.1	1	104	6	105	0
39	O=C(O)c1cccc(Oc2ncnc3sc4c(c23)CCCC4)c1	102	-2	14	-6	-2	0.6	0	?	13	102	-1
40	O=C(CSc1nc2ccccc2o1)c1ccccc1	100	0	10	-6	-2	0.2	-3	98	10	101	-6
41	Cc1cc(C)cc(N2C(=O)C3C4C=CC(C4)C3C2=O)c1 (stereo not given)	97	2	2	2	0	0.4	0	94	12	98	0
42	Cc1ccc(S(=O)(=O)N2CCN(c3nc(C)nc4sc(C)c(C)c34)CC2)cc1	100	-10	23	-18	-12	3.5	-3	99	32	98	-13
43	COc1cccc(/C=C/C(=O)Nc2ccc3nc4n(c(=O)c3c2)CCCC4)c1OC	105	-4	-6	-2	3	-2.9	4	111	8	101	8
44	COc1ccc(N(CC(=O)N/N=C/c2cccc3c2OCCO3)S(=O)(=O)c2ccc(NC(C)=O)cc2)cc1	100	-6	0	-12	-9	0.0	1	96	23	101	-5
45	CCOC(=O)c1cc2occc2n1CC(=O)NC1CCCCC1C (stereo not given)	99	-13	18	-21	-5	1.6	0	95	23	94	-8
46	CCOc1cc(/C=C2\N=C(C)OC2=O)cc(Br)c1OCCc1ccccc1	100	-5	2	-14	-8	-0.1	1	99	23	102	0

Screening results deposited in PubChem BioAssay by NMMLSC.
